# ASAP1 inh: inhibitors of human ASAP1 ArfGAP activity. ASAP1-stimulated ARF1 GTP hydrolysis, GDP FP detection. inhibition, % at 16.5 µM. 360,000 compounds, 0.19% hits. AID 624377; in the data active means inhibition above about 25%;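 further: 0% = vehicle with enzyme and substrate and 100% = no enzyme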
# SIAE inh: inhibitors of human sialic acid acetylesterase SIAE | Q9HAT2 | SIAE FP-Rh probe binding, fluorescence polarization | inhibition, % at 9.66 µM | 370,000 compounds, 0.69% hits | AID 1053197;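 active means inhibition above a cutoff: mean of compounds within the control limits plus 3 SD of those, cut at about 17% in these data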;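 further: 0% = plate median of compound wells and 100% = probe without SIAE protein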
# ADAM10 inh: inhibits human ADAM10 | O14672 | recombinant ADAM10, EDANS/DABCYL FRET peptide cleavage, 3 h | inhibition, % at 7 µM | 370,000 compounds, 0.62% hits | AID 720582;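 active means inhibition above a per-campaign cutoff equal to the mean of compounds falling between control-based bounds plus 3 SD, cut at about 20% in these data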;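 further: 0% = DMSO wells while the 100% control is not disclosed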
# Tn6 DDE FP: inhibitors of Tn6 peptide binding to human fibrin DD(E); 370,000 compounds, 0.21% hits; Fibrin DD(E) TRITC-Tn6 fluorescence polarization displacement; inhibition, % at 8.3 µM; P02675;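 active means inhibition above a per-campaign cutoff: mean of compounds within control limits plus 3 SD, cut at about 15% in these data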;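 further: 0% = median of all compound wells on the plate and 100% = blocking peptide control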
# Target sequence (P02675 whole entry, looked up): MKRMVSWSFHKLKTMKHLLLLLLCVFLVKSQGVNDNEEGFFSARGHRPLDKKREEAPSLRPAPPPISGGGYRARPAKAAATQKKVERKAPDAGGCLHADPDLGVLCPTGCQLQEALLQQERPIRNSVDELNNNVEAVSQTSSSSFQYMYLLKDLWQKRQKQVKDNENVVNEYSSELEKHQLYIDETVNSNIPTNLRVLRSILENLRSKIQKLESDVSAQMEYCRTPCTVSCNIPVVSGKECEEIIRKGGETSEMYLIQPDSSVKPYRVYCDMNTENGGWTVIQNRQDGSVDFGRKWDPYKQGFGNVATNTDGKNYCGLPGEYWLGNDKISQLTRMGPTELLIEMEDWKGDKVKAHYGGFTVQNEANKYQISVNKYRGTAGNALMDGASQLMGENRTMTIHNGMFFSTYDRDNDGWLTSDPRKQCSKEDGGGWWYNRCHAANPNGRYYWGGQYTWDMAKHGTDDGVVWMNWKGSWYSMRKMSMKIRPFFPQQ
# DDE Tn7 FP inh: disrupts Tn7 cyclic peptide binding to fibrin D-Dimer-E complex. P02675. FP displacement of FITC-Tn7 peptide from fibrin DD(E); 0% = median of compound wells per plate. inhibition, % at 8.3 µM. 370,000 compounds, 0.13% hits. AID 720508;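 active means inhibition above the mean of compounds falling within the control limits plus 3 SD of them, cut at about 14% in these data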;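 further: 0% = plate median of compound wells and 100% = 10 µM Aha-Tn7 peptide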
#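 Assay system: Human clot-derived fibrin DD(E) complex | Buffer or medium: Tris/NaCl/CaCl2 buffer, pH 7.8 | Repeats: One replicate per compound | Benchmarks: Aha-Tn7 high control | Measure: % inhibition scaled between sample-field median and high-control FP | Schedule: 10 min plus 3 h, room temperature | Signal: Fluorescence polarization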
# PLCg1 inh: inhibitors of human phospholipase C gamma1; purified PLC-gamma1, fluorogenic substrate, fluorescence; inhibition, % at 12.2 µM; 370,000 compounds, 0.84% hits; in the data active means inhibition above about 9.5%
# PLCb3 inh: blocks human PLC-beta3 enzyme activity. Q01970. Purified PLC-beta3, fluorogenic substrate, fluorescence. inhibition, % at 12.2 µM. 370,000 compounds, 0.18% hits; in the data active means inhibition above about 11%;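 further: 0% = median of compound wells on plate and 100% = full blocker control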
# ADAM17 inh: ADAM17 inhibition, QFRET primary screen; inhibition, % at 6.95 µM; 370,000 compounds, 0.83% hits; P78536; AID 720648; recombinant ADAM17, EDANS/DABCYL FRET peptide cleavage;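 active means inhibition above the mean of compounds lying between control limits plus 3 SD, set per campaign, cut at about 8.5% in these data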;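 further: 0% = DMSO-only wells as the low control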
# ARFGAP1 inh: rat ARFGAP1 inhibition; Arfgap1-stimulated ARF1 GTP hydrolysis, GDP FP detection; Q62848; inhibition, % at 16.5 µM; 360,000 compounds, 0.26% hits;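 active means inhibition above a per-plate limit, mean inhibition of low control wells plus 3 SD, cut at about 25% in these data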;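 further: 0% = DMSO wells with enzyme and 100% = wells lacking Arfgap1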
# Target sequence (Q62848 1-136 limits assumed): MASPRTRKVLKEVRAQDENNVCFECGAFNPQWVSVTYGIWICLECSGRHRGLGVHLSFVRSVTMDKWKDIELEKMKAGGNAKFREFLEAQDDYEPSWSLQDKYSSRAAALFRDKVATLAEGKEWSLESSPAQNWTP
#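 Assay system: purified rat His6-Arfgap1 residues 1-136 (GAP domain); Reagent: human Δ17 ARF1 bound to GTP; Dosing: 16.5 µM single point, 1.26% DMSO; Times: GTP hydrolysis reaction 2 h at 25 °C; Signal: FP, GDP Alexa 633 tracer displaced from anti-GDP antibody, 620/688 nm; Measure: % inhibition from polarization.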
# TDP2 inh: TDP2 (human) inhibition, absorbance primary screen | O95551 | recombinant TDP2, T5PNP hydrolysis, p-nitrophenol absorbance 415 nm | inhibition, % at 12.8 µM | 370,000 compounds, 0.34% hits | AID 720702;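 active means inhibition above the mean of all tested compounds plus 3 SD, set per campaign, cut at about 25% in these data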;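 further: 0% = DMSO with enzyme and 100% = buffer with substrate but no TDP2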
# Target sequence (O95551 whole entry, looked up): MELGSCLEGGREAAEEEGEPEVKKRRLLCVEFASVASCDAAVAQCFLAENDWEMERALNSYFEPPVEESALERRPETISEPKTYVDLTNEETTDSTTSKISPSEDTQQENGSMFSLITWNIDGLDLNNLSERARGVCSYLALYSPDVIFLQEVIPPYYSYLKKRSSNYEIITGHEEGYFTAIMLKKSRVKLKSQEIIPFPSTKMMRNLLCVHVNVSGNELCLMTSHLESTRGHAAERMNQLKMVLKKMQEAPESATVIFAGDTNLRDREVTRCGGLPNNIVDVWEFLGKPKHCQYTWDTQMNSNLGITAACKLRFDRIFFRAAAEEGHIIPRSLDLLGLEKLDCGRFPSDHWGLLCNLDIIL
#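 Evaluation: % inhibition relative to enzyme-containing and enzyme-free wells. Material: recombinant human TDP2. Benchmarks: enzyme-free and DMSO wells. Timing: enzyme reaction with compound for 2 h at 37 °C. Compound dosing: 12.8 µM only. Measured by: p-Nitrophenol epi absorbance. Reagent: T5PNP substrate at 5 mM, a TopII-DNA adduct mimic. Replication: single well per compound.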
# * marks the source's active call; other numbers are inactive results; i = inactive.
ASAP1 inh	SIAE inh	ADAM10 inh	Tn6 DDE FP	DDE Tn7 FP inh	PLCg1 inh	PLCb3 inh	ADAM17 inh	ARFGAP1 inh	TDP2 inh	Structure
-6	3	5	3	-2	6	-3	3	8	-8	O=C(COc1cccc2ccccc12)NNC(=O)[C@@H]1CCCC[C@@H]1C(=O)O
10	-4	6	-3	-5	0	3	0	13	-6	COc1cccc(-c2cc(C(=O)Nc3cccnc3Cl)no2)c1
2	-1	5	-8	-11	-9	-18	5	7	-2	COc1ccc(-c2cc(=O)oc3c(O)c(O)ccc23)cc1
10	-22	-218	-22	-1	-420	i	-54	2	-6	Cn1c2ccccc2c2cc(/C=N/NC(=O)c3cc(O)cc(O)c3)ccc21
-11	2	-5	0	0	-2	3	-2	2	0	Cc1cc(C)n(-c2ccc(C(=O)N3CCN(S(=O)(=O)c4ccc(OC(F)(F)F)cc4)CC3)cc2)n1
15	1	-3	7	7	-1	-1	-5	14	8	O=c1c2cc(-c3ccccc3)sc2ncn1-n1cccc1
2	-1	-18	-1	4	1	0	-2	24	-4	COc1ccc(C2=NOC(C(=O)Nc3c(C)n(C)n(-c4ccccc4)c3=O)C2)cc1OC (stereo not drawn)
8	-10	-6	2	6	-4	-2	-3	-5	1	O=C(O)c1cc(S(=O)(=O)N2CCCc3ccccc32)ccc1Cl
3	-6	-8	-4	-1	-4	-3	-4	-5	-1	C=CCn1c(SCc2ccc(Cl)cc2)nc2c1c(=O)[nH]c(=O)n2C
6	-5	-2	-5	8	-28	-32	4	-17	-1	CC(=O)n1cc([C@H]2C=C(C(=O)NCc3ccccc3)O[C@@H](OCc3ccc(CO)cc3)C2)c2ccccc21
6	-8	-1	6	3	1	0	-4	3	0	O=C(Nc1ccc(C(F)(F)F)cc1)c1cc(-c2cccnc2)nc2ccc(Br)cc12
11	-11	27*	6	7	1	3	10*	-13	-4	CCOC(=O)[C@]12CCCC=C1N(Cc1cccc3ccccc13)C(=O)[C@H](CC(=O)NCc1cccs1)C2
8	-6	-5	-2	-11	0	-6	0	14	-7	CCN(C(=O)Cn1cc(C(=O)C(=O)N2CCOCC2)c2ccccc21)c1ccccc1
16	3	4	-6	-7	7	-4	-1	3	-22	C=CCOc1ccc(-c2nc3c(c(=O)[nH]c(=O)n3CCC)n2CCCC)cc1
14	0	1	13	-3	2	0	1	8	-13	Cc1cc(C(=O)CSc2nnc(Nc3ccccc3F)s2)c(C)n1CC1CCCO1 (stereo not drawn)
-2	3	-3	-1	4	-9	-3	-6	4	0	CCOC(=O)N1CCC(NC(=O)CCc2cn(C)c3ccccc23)CC1
-3	11	-4	1	0	-3	-1	-5	-10	0	CC1=C(C(=O)OCc2ccccc2)C(c2ccc(N3CCOCC3)cc2)NC(=O)N1 (stereo not drawn)
1	5	8	-4	-5	5	0	4	-1	-13	CN(C)c1ccc(CNn2cnnc2SCc2ccccc2F)cc1
10	-3	-4	0	2	2	5	2	-3	5	COCCN1C(=O)CCC1(C)C(=O)NC1CCCC1 (stereo not drawn)
0	-4	3	7	2	1	-5	3	-3	7	Fc1ccc(F)c(CNc2ncnc3cc(Cl)ccc23)c1

# Next structures follow.
ASAP1 inh	SIAE inh	ADAM10 inh	Tn6 DDE FP	DDE Tn7 FP inh	PLCg1 inh	PLCb3 inh	ADAM17 inh	ARFGAP1 inh	TDP2 inh	Structure
4	-3	-2	2	2	1	2	-4	-3	1	O=C(CC1SC(=O)N(Cc2cccc3ccccc23)C1=O)Nc1nccs1 (stereo not drawn)
3	-7	-1	3	5	7	-5	3	-2	-16	COc1ccc(Cn2c(=S)[nH]c3cc(C(=O)NCCCN4CCOCC4)ccc3c2=O)cc1
-2	7	0	-7	2	-4	-27	-4	-4	5	COc1ccc(O)c(C(=O)c2cnc3onc(C(C)C)c3c2)c1
-15	-4	3	-8	-6	2	1	7	-12	-13	COc1ccc(CCC(=O)NCC23CC4CC(CC(C4)C2)C3)cc1
-6	-2	3	-7	13	0	-3	-4	7	-7	COC(=O)CCCNc1ncccc1[N+](=O)[O-]
-2	-2	1	2	-1	0	-2	-1	0	4	Cc1nc(SCC(N)=O)c([N+](=O)[O-])[nH]1
-8	-6	2	1	-1	0	3	-2	15	12	Cc1ccc(CNC(=O)Cc2ccc(-c3ccccc3)cc2)cc1
-7	-2	-9	-5	6	-14	-3	-2	-2	1	CC(=O)OC1c2ccccc2C(=O)N1Cc1ccccc1Cl (stereo not drawn)
7	-2	-15	8	7	-1	-4	-1	-2	-2	CC(C)N(C(=O)[C@H]1C[C@H](CC(=O)NCCC2=CCCCC2)C(=O)N2CCc3c([nH]c4ccc(Cl)cc34)[C@]12C)C(C)C
1	4	2	-7	-6	2	-8	0	-12	-13	COc1ccc(-c2nc3c(-c4ccc(F)cc4)cnn3cc2C)cc1F
-3	-6	0	-7	7	1	0	-4	4	-5	Cc1nc2ncnn2c(C)c1CCC(=O)Nc1ccc(S(=O)(=O)N2CCCCCC2)cc1
1	-1	-1	2	-3	-1	-8	-4	-1	8	Cc1cc(C)c(C(=O)CN2C(=O)NC3(CCCCC3)C2=O)cc1C
-8	6	7	2	-2	5	4	-2	-13	11	O=C(CSc1nnc(CNC(=O)c2c(F)cccc2Cl)o1)NCc1ccc2c(c1)OCO2
-3	-1	5	-1	-6	2	-6	-1	6	4	CC(O)CNCCNCc1cccs1 (stereo not drawn)
14	-7	-3	-4	0	4	2	-1	11	7	Cc1ccc(S(=O)(=O)N(CC(=O)N2CCN(c3ccc(F)cc3)CC2)C2CCCCC2)cc1
-3	-4	-6	0	0	3	-1	-3	-4	2	O=C(c1cccnc1)N1CCN(c2ccc(Cl)cc2)CC1
-6	-6	6	2	1	-1	0	-1	-3	7	CCOC(=O)c1c(C)oc2ccc(OC(=O)c3cccs3)cc12
2	5	-4	5	4	1	1	1	-4	-6	O=C(Cn1cnc2c(NCc3ccccc3)ncnc21)NCC1CCCO1 (stereo not drawn)
1	1	0	-4	5	1	1	0	-1	-2	COC(=O)c1ccc(N2CCN(S(=O)(=O)c3ccccc3)CC2)c([N+](=O)[O-])c1
3	3	-6	5	9	4	8	0	-3	13	CSCC[C@H](NC(=O)[C@H](Cc1ccccc1)n1c(=O)[nH]c2ccccc2c1=O)C(=O)NCC1CCC(C(=O)O)CC1 (stereo partly drawn)

# Continued:
ASAP1 inh	SIAE inh	ADAM10 inh	Tn6 DDE FP	DDE Tn7 FP inh	PLCg1 inh	PLCb3 inh	ADAM17 inh	ARFGAP1 inh	TDP2 inh	Structure
-4	-7	-7	-14	7	3	-9	-3	9	2	O=C(CC1C(=O)NCCN1C(=O)Nc1ccc(F)cc1)Nc1ccc(F)cc1 (stereo not drawn)
0	3	6	-5	-3	3	-6	1	-2	7	CC(=O)NCCOc1nc(N2CCCCC2)nc(N2CCCCC2)n1
-5	4	1	1	-3	2	-3	-5	-3	1	Cc1nn(C(=O)c2cccc([N+](=O)[O-])c2)c(C)c1Br
-6	8	-3	1	10	1	-5	-3	-4	7	COc1ccc(NC(=O)c2ccc3c(c2)S(=O)(=O)N=C2CCCCCN23)cc1S(N)(=O)=O
-4	7	10	0	6	5	4	5	-12	-5	Cc1ccc(CCNS(=O)(=O)c2ccc3c(c2)C(C)(C)C(=O)N3C)cc1
-4	-1	-4	-2	5	-1	-7	1	-11	5	Cc1ccc(S(=O)(=O)NC2CC(C)(C)NC(C)(C)C2)c(C)c1C
-13	3	1	-3	3	2	-5	-3	-6	16	COc1ccc(C(=O)NCCNC(=O)c2ccccn2)cc1
3	-6	-18	6	4	0	-4	-3	-4	-3	O=C1c2ccccc2CC1Sc1nnc(-c2ccccn2)o1 (stereo not drawn)
10	-4	-3	-6	-3	3	-4	-2	-5	5	CSc1ncccc1C(=O)OCC(=O)C(C)(C)C
-2	2	2	-4	1	-1	-6	0	7	14	Cc1nn(-c2ccccc2)c(C)c1NC(=O)COC(=O)CC(C)c1ccccc1 (stereo not drawn)
-2	1	-4	-6	3	-1	1	1	-2	-5	COc1ccccc1Oc1cc(-n2nc(C)cc2C)ncn1
-12	11	-6	-6	-1	1	-6	-3	-13	2	Cc1cc(C)cc(NC(=O)C2CCC(CNC(=O)[C@@H]3Cc4ccccc4CN3)CC2)c1 (stereo partly drawn)
-3	-8	-6	0	9	-3	-2	-5	1	-8	CCOC(=O)C(C)n1cnc2c(nnn2-c2cccc(Cl)c2)c1=O (stereo not drawn)
6	5	-2	-3	-5	-14	-14	1	6	5	O=C(Cc1ccc(S(=O)(=O)N2CCOCC2)s1)Oc1ccc(F)cc1
14	10	-4	-2	8	0	-8	-1	-15	-11	OC[C@H]1O[C@@H](Oc2ccc3cc(Br)ccc3c2)[C@H](O)[C@@H](O)[C@H]1O
4	8	-12	5	4	-4	-4	-3	-2	1	Cc1ccccc1-n1c(SC(C)C(=O)NCC2CCCO2)nnc1-c1ccncc1 (stereo not drawn)
7	-28	4	4	-2	-1	0	-4	3	8	Cc1ccc(NC(=O)c2cccc(C(F)(F)F)c2)cc1NC(=O)c1[nH]cnc1C(N)=O
22	4	10	-2	-6	-2	-4	2	4	4	O=C(NNC(=S)Nc1ccccc1)c1cccc(Br)c1
-5	0	4	-2	1	4	0	-5	-6	-1	Cc1nnc(NC(=O)CCC(=O)NC2CCCCCCC2)s1
-6	3	18	-7	-7	16*	3	9.7*	3	-10	CC1CCCN(c2nc(NCc3ccco3)nc(N)c2[N+](=O)[O-])C1 (stereo not drawn)

# Part of the list above with just ADAM17 inh and PLCb3 inh:
mol	ADAM17 inh	PLCb3 inh
Cc1ccc(S(=O)(=O)NC2CC(C)(C)NC(C)(C)C2)c(C)c1C	1	-7
Cc1nnc(NC(=O)CCC(=O)NC2CCCCCCC2)s1	-5	0
CC1CCCN(c2nc(NCc3ccco3)nc(N)c2[N+](=O)[O-])C1 (stereo not drawn)	9.7*	3

# Other entries follow:
ASAP1 inh	SIAE inh	ADAM10 inh	Tn6 DDE FP	DDE Tn7 FP inh	PLCg1 inh	PLCb3 inh	ADAM17 inh	ARFGAP1 inh	TDP2 inh	Structure
-6	0	-6	-1	-5	-1	0	-2	1	3	COC(=O)C1(C(=O)OC)C/C=C\CN(S(=O)(=O)c2ccccc2[N+](=O)[O-])CC1
-15	5	-6	3	0	-2	1	-2	-7	5	COC(=O)C[N+](C)(C)CC#Cc1ccccc1
0	-8	4	-1	1	11*	1	4	12	-11	c1ccc(CN2CCN(C(c3ccccc3)c3ccccc3)CC2)cc1
2	3	0	0	-1	-5	-3	-3	-5	3	CCN(CC)S(=O)(=O)c1ccc(-c2nnc(SCC(=O)Nc3nc(C)cs3)o2)cc1

# Assay outcomes (PubChem BioAssay)

# Random draw from the library, and some 3.6% of all compounds hit somewhere here.
